Screens from PubChem BioAssay.
pPAFAH inh – pPAFAH enzyme inhibitors, primary screen, biochemical, fluorescence polarization, human | inhibition, % at 3.39 µM | recombinant pPAFAH, FP-rhodamine probe fluorescence polarization | hit rate 1.5% among 330,000 | Platelet-activating factor acetylhydrolase (Homo sapiens), Q13093 | AID 463082, 2010;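 active = inhibition above the mean inhibition across the screen plus 3 SD, cut at about 25% in these data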;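 note: inhibitors block binding of the rhodamine activity-based probe so polarization drops; 0% = enzyme with DMSO and 100% = wells lacking pPAFAH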
PAD4 inh – human PAD4 inhibitors, primary screen, biochemical, fluorescence polarization, 1536-well format; inhibition, % at 6.36 µM; recombinant PAD4, RCA probe fluorescence polarization; AID 485272, 2010; hit rate 0.41% among 330,000;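 active = percent inhibition above a cutoff equal to the mean of all tested compounds plus 3 SD, cut at about 15% in these data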;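 note: 0% = PAD4 with RCA probe and DMSO and 100% = probe without PAD4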
LYPLA1 inh – LYPLA1 inhibitors, primary screen, counter-screen for PME1 inhibitor project, biochemical, fluorescence polarization, FP-Rh probe ABPP; Acyl-protein thioesterase 1 (Homo sapiens), O75608; recombinant LYPLA1; inhibition, % at 5.9 µM; hit rate 0.16% among 320,000; AID 2174, 2009;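 active = inhibition above the mean of all tested compounds plus 3 SD, set per campaign, cut at about 14% in these data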;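 note: inhibitors block serine hydrolase probe labeling of LYPLA1 so polarization falls; 0% = enzyme with DMSO and 100% = wells lacking LYPLA1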
Target sequence (O75608 whole entry, looked up): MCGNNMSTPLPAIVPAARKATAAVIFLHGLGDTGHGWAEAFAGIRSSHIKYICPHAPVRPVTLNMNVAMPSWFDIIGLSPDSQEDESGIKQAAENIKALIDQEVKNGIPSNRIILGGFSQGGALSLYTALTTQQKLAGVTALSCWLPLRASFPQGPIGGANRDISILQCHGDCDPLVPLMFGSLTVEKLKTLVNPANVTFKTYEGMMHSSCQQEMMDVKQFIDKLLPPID
PREPL inhibitor – PREPL enzyme inhibitors, primary screen, biochemical, fluorescence polarization; recombinant PREPL, fluorescence polarization activity-based probe; inhibition, % at 5.96 µM; hit rate 0.68% among 320,000; AID 2751, 2010; in the data active = inhibition above about 43%;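 note: 0% = enzyme with DMSO and 100% = wells lacking enzyme; many of its hits are not listed in these tables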
PAFAH1B2 FP inh – PAFAH1B2 enzyme inhibitors, primary screen, biochemical, fluorescence polarization, human; recombinant PAFAH1B2, FP-rhodamine activity probe; inhibition, % at 3.39 µM; Platelet-activating factor acetylhydrolase IB subunit alpha2 (Homo sapiens), P68402; hit rate 1.2% among 340,000; AID 492953, 2010;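 active = inhibition above the mean of all tested compounds plus 3 SD, cut at about 24% in these data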;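 note: 0% = enzyme with DMSO and 100% = wells lacking PAFAH1B2; many of its hits are not listed in these tables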
Target sequence (P68402 whole entry, looked up): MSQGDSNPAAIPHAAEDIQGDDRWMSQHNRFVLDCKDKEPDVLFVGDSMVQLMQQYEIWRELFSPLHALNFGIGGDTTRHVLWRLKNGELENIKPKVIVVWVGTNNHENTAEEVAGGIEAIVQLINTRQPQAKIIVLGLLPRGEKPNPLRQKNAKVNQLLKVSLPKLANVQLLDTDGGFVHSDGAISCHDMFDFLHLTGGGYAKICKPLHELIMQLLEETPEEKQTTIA
GSTO1 counter – inhibitors of recombinant GSTO1, primary screen, counter-screen for RBBP9 inhibitor project, biochemical, fluorescence polarization. activity-based probe fluorescence polarization. AID 1974, 2009. inhibition, % at 5.96 µM. Glutathione S-transferase omega-1 (Homo sapiens), P78417. hit rate 1.1% among 300,000;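 active = inhibition above the campaign mean inhibition plus 3 SD, cut at about 35% in these data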;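 note: 0% = GSTO1-1 with DMSO and 100% = wells lacking GSTO1-1 enzyme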
PAFAH1B3 inh – PAFAH1B3 enzyme inhibitors, primary screen, biochemical, fluorescence polarization, human; Platelet-activating factor acetylhydrolase IB subunit alpha1 (Homo sapiens), Q15102; recombinant PAFAH1B3, FP-rhodamine probe; inhibition, % at 3.39 µM; hit rate 0.28% among 340,000; AID 492972, 2010;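 active = inhibition above the screen-wide average of all tested compounds plus 3 SD, cut at about 25% in these data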;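 note: 0% = enzyme with DMSO only and 100% = wells lacking PAFAH1B3 protein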
Target sequence (Q15102 whole entry, looked up): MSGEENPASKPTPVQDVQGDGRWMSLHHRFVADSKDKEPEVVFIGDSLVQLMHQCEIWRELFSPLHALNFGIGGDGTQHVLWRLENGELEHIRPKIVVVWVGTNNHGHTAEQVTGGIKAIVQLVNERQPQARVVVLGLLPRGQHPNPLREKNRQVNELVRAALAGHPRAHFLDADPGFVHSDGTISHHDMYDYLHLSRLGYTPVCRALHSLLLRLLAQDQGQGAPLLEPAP
LYPLA2 counter – LYPLA2 inhibitors, primary screen, counter-screen for PME1 inhibitor project, biochemical, fluorescence polarization, FP-Rh probe ABPP; Acyl-protein thioesterase 2 (Homo sapiens), O95372; recombinant LYPLA2; inhibition, % at 5.9 µM; hit rate 0.38% among 320,000; AID 2177, 2009;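 active = inhibition above the screen-wide mean plus 3 SD, limit set per campaign, cut at about 26% in these data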;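 note: 0% = LYPLA2 with DMSO and 100% = wells lacking LYPLA2 enzyme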
Target sequence (O95372 whole entry, looked up): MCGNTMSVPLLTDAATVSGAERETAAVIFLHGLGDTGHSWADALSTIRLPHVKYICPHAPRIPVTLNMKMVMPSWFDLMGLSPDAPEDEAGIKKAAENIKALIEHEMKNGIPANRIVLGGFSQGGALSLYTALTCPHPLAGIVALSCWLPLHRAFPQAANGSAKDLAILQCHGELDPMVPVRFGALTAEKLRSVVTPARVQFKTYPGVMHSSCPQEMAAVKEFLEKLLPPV
PME-1 inh – PME-1 inhibitors via competitive probe labeling, primary screen, biochemical, fluorescence polarization, FP-Rh probe, HTS; Protein phosphatase methylesterase 1 (Homo sapiens), Q9Y570; recombinant PME-1; inhibition, % at 5.9 µM; hit rate 0.53% among 320,000; AID 2130, 2009;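 active = inhibition above the campaign mean of all compounds plus 3 SD, cut at about 26% in these data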;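 note: competitive labeling of PME-1 active site by serine hydrolase directed probe; 0% = PME-1 with DMSO and 100% = wells lacking PME-1 enzyme; inhibitors block probe labeling so polarization falls and inhibition rises; many of its hits are not listed in these tables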
The depositor's hits bear a star; · = not tested or not shown. Not all compounds are listed; count on the stated rates, not on these rows.

SMILES	pPAFAH inh	PAD4 inh	LYPLA1 inh	PREPL inhibitor	PAFAH1B2 FP inh	GSTO1 counter	PAFAH1B3 inh	LYPLA2 counter	PME-1 inh
CCc1noc(C)c1C(=O)Nc1nnc(C2CCCCC2)s1	2	-1	1	18	·	11	·	10	8
COc1ccc(C)cc1N(CC(=O)N1CCCCCC1)S(=O)(=O)c1ccccc1	1	-1	-3	-3	5	-1	4	-6	-1
O=C(Nc1ccc(-n2cc(Cl)cn2)cc1)c1ccncc1	0	0	-1	-13	0	-2	1	-2	-6
Cn1c(C(=O)NN)cc2cc(Oc3ccccc3)ccc21	14	1	3	6	1	-3	8	6	-3
Cc1ccc(C)c2sc(NC(=O)c3ccc(N4CCCCC4)c([N+](=O)[O-])c3)nc12	0	-2	-1	6	5	8	12	0	-2
Cc1cc(C)c2nc(SCC(=O)N3CC(=O)Nc4ccccc43)c(C#N)cc2c1	8	-8	-19	-26	0	-10	-5	-32	-30
CCOC(=O)C1(Cc2cccc(F)c2)CCN(C(=O)c2ccoc2C)CC1	4	-5	2	4	4	10	7	-2	1
Cc1cc(C)cc(Oc2coc3c(CN(C)C)c(O)ccc3c2=O)c1	0	-4	4	3	-1	3	-1	15	-1
COc1ccc(NCc2ccc3c(c2)OCO3)cc1Cl	4	-2	2	21	1	6	9	15	-4
CC(=O)c1c(C(C)=O)c(C)n(C(c2ccccc2)c2ccccc2)c1C	6	-1	2	10	8	1	9	6	-5
Clc1ccc(-c2ccc(C=Nc3ccc(N4CCOCC4)cc3)o2)c(Cl)c1	3	-3	-1	6	-2	26	8	3	-7
Cc1ccc(S(=O)(=O)Nc2ccc(C(=O)NC3CC3)cc2)cc1	1	1	4	6	13	3	-2	0	2
CC(=O)c1cccc(Nc2cc(C)nc3ccc(C)cc23)c1	-1	0	-1	21	2	5	7	-3	-8
CC(Oc1ccc(Cl)cc1C(N)=O)C(=O)N1CCc2ccccc21 (stereo unspecified)	-1	3	·	7	1	·	3	·	·
O=C(COC(=O)c1cnccn1)NC1CCCc2ccccc21 (stereo unspecified)	10	0	·	5	4	·	11	·	·
COc1ccc(N(C(=O)c2snc(C(N)=O)c2N)C(C(=O)NC2CCCC2)c2ccco2)cc1 (stereo unspecified)	3	-2	2	0	6	0	0	3	0
CN(C(=O)CSc1nc2sc3c(c2c(=O)n1C)CCC3)C1CCS(=O)(=O)C1 (stereo unspecified)	4	-1	4	11	2	·	-4	6	-1
COc1ccc(NC(=O)CS(=O)c2ccccc2Cl)cc1 (stereo unspecified)	1	-4	-4	8	3	1	11	1	-5
Cc1ccc2c(c1)CCCN2C(=O)c1ccoc1C	1	1	-1	4	5	1	-2	-1	2
N#Cc1c(NC(=O)COC(=O)c2nccnc2N)sc2c1CCCC2	4	2	-6	15	-2	7	8	2	1
CCOC(=O)/C(C(=Nc1ccccc1)Nc1ccccc1)=C(\C)O	1	0	-3	-3	-1	1	6	-7	-6
CC(C)Sc1nc2c(cnn2-c2ccc(F)cc2)c(=O)[nH]1	-1	4	0	0	6	-4	2	4	2
Cc1nn(CC(=O)Nc2ccc(C#N)cc2)c(C)c1[N+](=O)[O-]	-8	-2	3	-1	-1	3	9	6	-14
COc1ccc(C(=O)NC(=S)Nc2ccc(N3CCN(C(C)=O)CC3)cc2)cc1[N+](=O)[O-]	6	-2	55*	11	0	-2	8	70*	1
Cc1cc(NC(=O)CSc2nc3c(c(=O)n2-c2ccc(Cl)cc2)SCC3)no1	-3	1	-1	12	1	-4	2	-1	7
(listing goes on)
SMILES	pPAFAH inh	PAD4 inh	LYPLA1 inh	PREPL inhibitor	PAFAH1B2 FP inh	GSTO1 counter	PAFAH1B3 inh	LYPLA2 counter	PME-1 inh
Cc1ccc(C(=O)NCCNS(=O)(=O)c2ccccc2)cc1	6	-7	-5	8	8	-6	8	-3	2
N#CCSC1=Nc2ccccc2C2=NC(CCC(=O)N3CCN(c4ccccc4)CC3)C(=O)N12 (stereo unspecified)	5	1	3	25	3	7	3	6	-6
Cc1ccc(N2CC(C(=O)Oc3cccc(N4C(=O)CCC4=O)c3)CC2=O)cc1 (stereo unspecified)	12	2	2	14	-4	12	7	-1	-7
CCCOc1ccccc1OCC(=O)Nc1ccc(S(=O)(=O)N2CCCC2)cc1	3	4	-3	-3	0	4	6	1	8
CC(=O)Nc1ccc2nc(CN3CCC(CO)(CCc4ccccc4)CC3)ccc2c1	4	5	-2	-20	-3	3	6	-5	-5
COc1ccc(Nc2c(-c3ccco3)nc3cccc(C)n23)cc1	7	3	0	-23	6	8	6	7	1
Cc1cc(S(=O)(=O)Cc2noc(-c3c(C)noc3C)n2)c(C)cc1Cl	5	3	3	-5	6	-3	9	5	3
COc1ccc2nc(N3CCCCC3)c(C#N)cc2c1	7	-1	-1	2	4	17	15	3	-1
C(=N\Nc1ccccn1)/c1ccc(N2CCOCC2)cc1	4	-1	2	13	0	17	-1	2	3
COc1ccc(-c2cc(C(=O)Nc3cc(C)ccc3O)no2)cc1	-1	-3	0	-9	-3	-1	-1	-7	3
COc1ccc(-c2ccc3ccccc3n2)cc1	0	-1	-1	-10	2	6	8	3	-8
CCN(CC)C(=O)COc1ccc(-c2nnc(Nc3ccc(OC)c(C(=O)NC)c3)c3ccccc23)cc1	-1	-4	5	20	-1	1	6	-2	-2
Cc1cc(C)cc(C(=O)NCC(=O)OCC(=O)N2CCCCC2)c1	0	-8	-3	-3	-4	10	7	-1	0
Cc1ccc(C)c(N(CC(=O)NCc2ccc3c(c2)OCO3)C(=O)CCC(=O)Nc2ccccn2)c1	-1	-2	3	-3	1	3	-2	2	-9
COCCCNC(=O)c1c(N)n(-c2cccc(S(N)(=O)=O)c2)c2nc3ccccc3nc12	8	-11	2	13	-2	-7	4	-1	-2
O=C(c1nn2c(C(F)(F)F)cc(-c3ccc(F)cc3)nc2c1Cl)N1CCOCC1	-2	-2	-1	-6	2	2	1	3	-1
CCCCCCNS(=O)(=O)c1ccc(NC(=O)C2CCCO2)cc1 (stereo unspecified)	9	-3	0	19	2	22	12	9	3
Cc1ccc(NS(=O)(=O)c2cc(C(=O)N3CCCC3)ccc2C)cc1C	7	-7	3	1	4	-40	12	2	0
CCOc1ccc(NC(=O)C2CCC(N3C(=O)C4CC=CCC4C3=O)CC2)cc1 (stereo unspecified)	3	-2	-4	15	-2	-1	1	5	3
O=C(CN1C(=O)NC(Cc2c[nH]c3ccccc23)C1=O)Nc1cccc(S(=O)(=O)N2CCOCC2)c1 (stereo unspecified)	7	-2	-3	39	5	13	-2	-1	-4
O=C(C[C@H]1C/C=C\CC[C@@H](Cc2ccc(F)cc2)C(=O)OCCNC1=O)NCCO	-9	-3	·	6	0	·	9	·	·
COc1ccc(/C(C)=N\NC(=O)C(c2ccncc2)N2CCOCC2)cc1 (stereo unspecified)	-3	-1	-4	0	3	7	8	-7	-7
COc1ccc(-c2csc(N)n2)cc1F	-3	-3	-1	-5	1	4	8	5	4
O=C(Nc1ccc(S(=O)(=O)N2CCCC2)cc1)C1CCCCC1	-4	-7	-1	2	4	-3	-2	1	6
O=C1C2C3C=CC(C3)C2C(=O)N1c1ccc(-c2nc3ccccc3o2)cc1 (stereo unspecified)	-6	0	-6	7	2	3	4	-8	1

The closing 2 records of the part above are carried over, then new ones follow.
SMILES	pPAFAH inh	PAD4 inh	LYPLA1 inh	PREPL inhibitor	PAFAH1B2 FP inh	GSTO1 counter	PAFAH1B3 inh	LYPLA2 counter	PME-1 inh
O=C(Nc1ccc(S(=O)(=O)N2CCCC2)cc1)C1CCCCC1	-4	-7	-1	2	4	-3	-2	1	6
O=C1C2C3C=CC(C3)C2C(=O)N1c1ccc(-c2nc3ccccc3o2)cc1 (stereo unspecified)	-6	0	-6	7	2	3	4	-8	1
O=C(/C=C(\O)c1ccccc1)C(=O)NNC(=O)c1ccccc1[N+](=O)[O-]	0	4	5	10	9	9	7	4	1
c1ccc2c(c1)ccc1nnc(SCc3ccc4c(c3)OCO4)n12	2	-3	-3	4	3	2	2	-2	2
CNC(=O)C1CC(=O)N(CCCc2ccccc2)C(=Nc2ccccc2)S1 (stereo unspecified)	8	2	-1	-3	6	-5	6	0	-1
Cc1nnc(SCC(=O)NCc2ccccc2Cl)[nH]c1=O	3	-6	-2	-6	4	6	-7	-1	1
CCN(CC(=O)Nc1cc(Cl)ccc1C)C(=O)CSCc1c(C)noc1C	2	-3	-1	-5	-2	8	13	-4	-1
CCOC(=O)NC(=O)COC(=O)CNC(=O)c1ccc(OCC)c(OCC)c1	2	-1	0	0	5	12	7	-4	8
CC1CCC2(CC1)NC(=O)N(CC(=O)NCc1ccc(F)cc1)C2=O (stereo unspecified)	0	-2	1	7	9	·	-1	-3	7
Cc1ccc(NC(=O)N2CCCC2C(=O)NCc2cccs2)cc1 (stereo unspecified)	7	-3	5	6	2	9	1	14	-3
O=C(CCCNS(=O)(=O)c1cccs1)N1CCN(c2ccc(F)cc2)CC1	7	-1	-1	-14	14	-2	0	2	-5
Cc1ccccc1C(=O)OCC(=O)N(C)c1c(N)n(Cc2ccccc2)c(=O)[nH]c1=O	3	-3	0	3	7	-1	3	1	-1
CCCS(=O)(=O)c1c(S(=O)(=O)CCC)c2c(N)cccn2c1C(=O)c1ccc(OC)cc1	9	-3	0	-1	-3	3	1	7	5
O=Cc1ccc(OCC(=O)Nc2ccccc2C(F)(F)F)cc1	3	-1	1	10	-3	1	2	3	1
COc1ccc(C(=O)NCC(=O)OCC(=O)Nc2cc(OC)ccc2OC)cc1	0	-2	0	12	3	-4	7	0	-9
COc1ccc(NC(=O)CN2CCCC(C)C2)c([N+](=O)[O-])c1 (stereo unspecified)	6	-1	4	4	4	7	2	9	2
O=C(CCN1C(=O)c2ccccc2C1=O)Nc1cccc(S(=O)(=O)N2CCCCC2)c1	4	-4	-3	-9	0	-1	8	-4	8
CCOC(=O)C(NC(C)=O)(Nc1ccc(S(=O)(=O)Nc2cc(C)on2)cc1)C(F)(F)F (stereo unspecified)	1	-6	1	-8	-2	6	-5	10	0
Cn1c(NCc2ccccc2Cl)nc2ccccc21	1	-1	1	-7	5	0	6	5	0
O=C(c1cnc2ccccc2n1)N1CCN(c2ccc(C(F)(F)F)cn2)CC1	-1	-2	1	-15	6	3	6	5	2
COc1cccc(CN(C)CC(=O)Nc2ccccc2C(=O)NC2CC2)c1	1	4	-1	2	5	·	7	4	-7
CCOC(=O)c1cc(-c2ccccc2)sc1NC(=O)CSc1nnc(N)s1	25*	-10	-3	10	1	-10	-2	-4	-34
Cc1ccc(C)c(N2N=C(C(=O)OCc3nnc(-c4ccccc4)o3)CCC2=O)c1	4	-2	-5	-3	1	1	10	5	2
O=C(c1ccc(COc2c(F)c(F)cc(F)c2F)o1)N1CCN(c2ccccc2)CC1	3	3	1	0	3	6	10	11	-1
CCOC(=O)C(CCCCP(=O)(c1ccccc1)c1ccccc1)(NC(C)=O)C(=O)OCC	3	-2	-1	1	1	4	-2	0	2
